Source: PubChem BioAssay (several laboratories)
Vif inh: HIV Vif inhibition; HEK293T cells, Vif self-association by quenched fluorescence, imaging, 24 h; inhibition, % at 7.49 µM; 340,000 compounds, 0.35% hits; AID 602346; in the data active means inhibition above about 50%, passing the limit was not always enough; further: some results filed as inactive read as strong as hits
CaV13 ICDI inh: Disruptors of the CACNA1D IQ motif to Ca2+-dependent inactivation inhibitor domain association, primary screening, Förster resonance energy transfer in intact living …; inhibition, % at 12.3 µM; 340,000 compounds, 0.098% hits; HEK cells, CFP/YFP FRET ICDI-IQ, plate reader, 10 min; percent FRET-ratio fall versus neutral wells;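 active means mean replicate inhibition of at least 30% and at least 1% of replicates passing that level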;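 further: 0% = median of the neutral control wells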
Cardio protect: modulators protecting cardiomyocytes from myocardial damage | H9c2 cardiomyocytes, H2O2 injury protection, ATPLite, 2 h | protection from H2O2 cell death, % at 20 µM | 360,000 compounds, 0.63% hits | AID 588492;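 active means compounds giving at least 50% protection of heart cells from peroxide-induced death in the single-dose screen, raw or plate-pattern-corrected value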;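 further: 0% = DMSO wells with peroxide and 100% = DMSO wells without peroxide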
MC4R barr agon: activates human MC4R beta-arrestin recruitment | U2OS MC4R beta-arrestin complementation, luminescence; percent of melanotan II response, DMSO zero | activation, % at 8.9 µM | 360,000 compounds, 0.98% hits;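 active means activation above a per-plate cutoff, the mean activation of sample wells on that plate plus 3 SD, cut at about 8% in these data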
Target sequence (P32245 whole entry, looked up): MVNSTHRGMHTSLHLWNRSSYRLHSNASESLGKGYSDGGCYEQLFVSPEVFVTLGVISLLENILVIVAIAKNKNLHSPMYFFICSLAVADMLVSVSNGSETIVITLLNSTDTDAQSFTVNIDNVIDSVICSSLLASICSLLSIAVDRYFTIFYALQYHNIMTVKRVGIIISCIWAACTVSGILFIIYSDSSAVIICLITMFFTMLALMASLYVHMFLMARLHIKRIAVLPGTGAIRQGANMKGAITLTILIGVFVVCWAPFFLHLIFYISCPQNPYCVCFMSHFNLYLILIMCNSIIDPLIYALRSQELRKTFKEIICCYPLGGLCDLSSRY
aDG glyco act: increases alpha dystroglycan glycosylation; Pro5-aDG cells, alpha-DG glycosylation AlphaScreen (IIH6); 0% Pro5, 100% B10-LARGE cell signal; activation, % at 10 µM; 360,000 compounds, 0.22% hits; AID 624168;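 active means activation of at least 8% versus controls, or a plate z-score of at least 8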;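 further: Pro5 are CHO cells carrying HIG-tagged alpha-DG that lacks glycosylation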
N-glyco inh: blocks N-linked glycosylation in D54 reporter cells; D54 ERlucT glycosylation luciferase reporter, 24 h; percent of 100 nM tunicamycin response; reporter increase, % at 12.5 µM; 360,000 compounds, 0.23% hits; AID 588692;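 active means mean luciferase reporter signal, scaled so untreated is 0 and the glycosylation-blocking control 100, at or above a set limit in every replicate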;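 further: luciferase carries N-glycosylation sites so blocking glycosylation raises the light; 0% = median of neutral control wells and 100% = median of 100 nM tunicamycin wells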
PDI inh: PDI (human) enzyme inhibition. AID 588391. inhibition, % at 10 µM. PDI insulin aggregation turbidity, A650, 90 min. 350,000 compounds, 0.052% hits. P07237;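 active means mean inhibition across replicates of 30% or more, whatever share of single replicates reach that level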;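 further: absorbance from insulin aggregation driven by PDI reduction with DTT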
m5-HT2A agonist: mouse HTR2A agonism via beta-arrestin recruitment; CHO-K1 mHTR2A beta-arrestin complementation, luminescence; percent of 30 µM serotonin response; activation, % at 7.6 µM; 360,000 compounds, 0.66% hits; AID 624169;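 active means activation above a run cutoff, the mean activation of all tested compounds plus 3 SD, cut at about 14% in these data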;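 further: 0% = plate median of compound wells and 100% = 30 µM serotonin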
Target sequence (P35363 whole entry, looked up): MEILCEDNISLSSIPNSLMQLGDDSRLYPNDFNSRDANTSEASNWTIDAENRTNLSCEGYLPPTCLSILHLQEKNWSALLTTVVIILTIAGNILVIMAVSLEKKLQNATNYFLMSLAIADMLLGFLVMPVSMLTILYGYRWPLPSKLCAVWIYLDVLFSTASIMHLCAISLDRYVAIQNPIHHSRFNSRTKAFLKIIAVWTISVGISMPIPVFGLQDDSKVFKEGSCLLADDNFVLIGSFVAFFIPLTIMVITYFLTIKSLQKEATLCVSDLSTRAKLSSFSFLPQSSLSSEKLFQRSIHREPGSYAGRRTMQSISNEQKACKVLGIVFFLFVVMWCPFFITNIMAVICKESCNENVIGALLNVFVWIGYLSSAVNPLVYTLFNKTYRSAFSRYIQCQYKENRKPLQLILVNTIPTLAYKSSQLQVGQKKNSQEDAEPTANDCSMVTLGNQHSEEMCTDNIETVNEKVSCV
ABCB6 inh MLPCN: inhibitors of human ABC transporter ABCB6 | 360,000 compounds, 0.19% hits | K562-ABCB6 porphyrin accumulation, flow cytometry, 1 h; stronger effect = lower value | Q9NP58 | AID 602162 | fluorescence ratio to DMSO, % at 10 µM;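 active means fluorescence ratio to DMSO below 75%, the collection mean minus 3 SD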;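 further: signal is porphyrin accumulated inside mitochondria; 100% equals median channel fluorescence of DMSO control wells; lower ratio means ABCB6 inhibition with less porphyrin fluorescence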
MC4R antag cAMP: human MC4R antagonism in cAMP assay | MC4R-expressing cells, MTII-stimulated cAMP, LANCE TR-FRET | inhibition, % at 6.5 µM | 360,000 compounds, 0.48% hits | AID 540295;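 active means inhibition above its plate's cutoff, the mean of tested wells on that plate plus 3 SD, cut at about 29% in these data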;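 further: 0% = Melanotan II alone and 100% = Melanotan II plus saturating MCL0020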
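Material: human MC4R-expressing U2OS cells. Probe or stimulus: Melanotan II challenge. Dosing: 6.5 µM single dose. Times: 30-min compound, 1-h challenge, 1-h detection, room temperature. Technique: TR-FRET with Eu-cAMP and labeled anti-cAMP, 671 nm. Replication: singlicate.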
* hit, by the source's call; · = no result given. No enrichment for hits; any-hit rate near 3.6%.

SMILES	Vif inh	CaV13 ICDI inh	Cardio protect	MC4R barr agon	aDG glyco act	N-glyco inh	PDI inh	m5-HT2A agonist	ABCB6 inh MLPCN	MC4R antag cAMP
CCc1nc(N2CCCC2C(=O)O)c2oc3ccccc3c2n1 (stereo unspecified)	-7	-7	-2	-1.0	0.0	1	10	-1	100	1
Cc1cc(OC(C)C(=O)NCc2ccncc2)c2c(C)c(C)c(=O)oc2c1 (stereo unspecified)	-1	-16	2	-2.1	-0.2	6	-12	-2	103	-5
CCCCNC(=O)N(O)C1N(/N=C/c2ccco2)C(=S)SC1(C)C (stereo unspecified)	3	-6	-1	-1.6	-0.3	0	5	-7	97	1
CN1CCCCC1(C)C(=O)NCc1cc(Cl)ccc1F (stereo unspecified)	·	-5	8	-0.1	-0.1	1	-13	5	245	7
C[C@@H]1CN([C@H](C)CO)C(=O)c2c(c3ccccc3n2C)-c2ccccc2CO[C@H]1CN(C)C(=O)Cc1ccccc1	13	-10	0	-1.8	-0.3	-2	12	-4	96	3
CC(C)CN(C(=O)CCC(=O)OC(C)C(=O)Nc1cccc(C#N)c1)c1c(N)n(CC(C)C)c(=O)[nH]c1=O (stereo unspecified)	0	-6	2	-0.5	-0.1	0	-3	6	99	5
Nc1ccc(Sc2nnnn2-c2ccccc2)c(Cl)c1	-2	-15	-4	0.1	-0.1	2	3	-3	98	11
COc1ccccc1N1CCN(C2CCCN(Cc3cc(F)cc(F)c3)C2)CC1 (stereo unspecified)	-3	-20	-4	1.6	0.0	-2	-2	-10	90	0
CC(=O)NS(=O)(=O)c1ccc(NC(=O)c2cc(-c3ccc(C)cc3)nc3ccccc23)cc1	1	-2	-1	-1.2	-0.2	0	-9	2	100	8
CCCN1CCC(NC(=O)Nc2cccc3ccccc23)CC1	-1	-4	5	1.5	-0.1	0	3	0	103	17
O=C(c1cc(COc2c(F)cccc2F)on1)N1CCc2ccccc2C1	12	-2	-11	-0.9	-0.1	0	1	-2	104	0
COc1ccc(NC(=O)Nc2ccccc2C(N)=O)cc1	-4	-6	-4	-1.7	-0.2	0	-1	-2	102	7

Brought forward from above: 2 compounds, followed by the next part.
SMILES	Vif inh	CaV13 ICDI inh	Cardio protect	MC4R barr agon	aDG glyco act	N-glyco inh	PDI inh	m5-HT2A agonist	ABCB6 inh MLPCN	MC4R antag cAMP
O=C(c1cc(COc2c(F)cccc2F)on1)N1CCc2ccccc2C1	12	-2	-11	-0.9	-0.1	0	1	-2	104	0
COc1ccc(NC(=O)Nc2ccccc2C(N)=O)cc1	-4	-6	-4	-1.7	-0.2	0	-1	-2	102	7
C=C[C@@H]1c2cc(C)ccc2N(S(=O)(=O)c2ccc(C)cc2)[C@H](c2ccccc2)C1(C#N)C#N	-3	-4	-3	-1.4	0.0	-10	2	2	101	11
CCc1nc2ccccc2c(C(=O)OCC(=O)C(C)(C)C)c1C	-6	-1	8	-0.6	-0.2	-5	0	1	103	2
CN(C(=O)CC1C(=O)NCCN1CC(c1ccccc1)c1ccccc1)C(C1CC1)C1CC1 (stereo unspecified)	-6	-6	-5	2.1	0.0	-1	5	1	100	1
CCc1cc(=O)n2c([nH]c3ccccc32)c1C#N	-4	-5	-17	-0.4	-0.2	6	-3	4	104	17
CCOC(=O)c1ccc(NC(=O)CC2OCCN(CC)C2=O)cc1 (stereo unspecified)	6	-6	4	-1.7	0.4	0	1	1	98	-1
O=C(NC(=S)NCCN1CCOCC1)c1ccc(F)cc1	-7	-18	5	2.2	-0.1	0	-3	4	93	1
CC1CCN(C(=O)c2cc(-c3ccccc3O)on2)CC1	3	-4	-5	1.4	-0.2	-11	·	-2	89	-3
CN(C)S(=O)(=O)Oc1ccsc1C(=O)Nc1ccc(Cl)c(Cl)c1	-7	·	-8	-0.4	0.6	0	1	6	98	17
O=C1Nc2cnc(Cl)nc2Nc2ccccc21	-1	-7	56*	·	-0.1	7	·	2	95	·
COc1cc(OC)cc(Oc2ccc(S(=O)(=O)N3CCCCC3)cc2[N+](=O)[O-])c1	13	-3	-3	-1.2	0.0	-2	11	-7	93	30*
COc1ccc(C2c3c(-c4ccccc4O)n[nH]c3C(=O)N2Cc2ccco2)cc1OC (stereo unspecified)	-8	-5	8	-0.3	-0.2	0	12	-1	100	14
C=CCn1c(C)nnc1SCC(=O)NC1CCCCC1	3	-7	5	0.5	-0.3	3	-12	6	82	-2
O=[N+]([O-])c1ccc2[nH]ccc2c1	·	-13	·	·	-0.2	·	·	-2	97	·
Cn1c(SCC(=O)c2ccc(F)cc2)nnc1-c1ccccn1	-4	-5	4	0.6	0.1	3	7	-1	99	7
O=C(NCCN1C(=O)S/C(=C\c2ccc(Cl)c(Cl)c2)C1=O)C1COc2ccccc2O1 (stereo unspecified)	7	-19	-15	2.4	0.0	-2	-4	2	97	0
NC(N)=NC(N)=Nc1ccc2ccccc2c1	2	-3	0	-0.8	0.4	-2	0	1	100	5
O=[N+]([O-])c1cccc(NC(=S)N2CCCC2)c1	-8	-11	-1	-3.3	-0.1	0	-1	0	94	7
CC1=NN(C(=O)c2c(Br)c(C)nn2C)C(O)(C(F)(F)F)C1 (stereo unspecified)	22	-3	4	-1.7	-0.3	3	3	-1	99	4
C/C=N\NC(=O)COc1cc(C)ccc1C	4	-4	8	0.9	0.1	0	18	-2	100	-7
O=S(=O)(c1ccc2c(c1)OCCO2)C1CCC(S(=O)(=O)c2c(F)cccc2F)CC1 (stereo unspecified)	-1	-4	-5	-0.3	0.3	12	-1	-8	89	6
CCCCC1CCCC12NC(=O)NC2=O (stereo unspecified)	9	-6	4	-3.1	-0.1	1	-2	3	97	-6
NNC(=O)c1[nH]c2ccc(Br)cc2c1-c1ccccc1	-2	-19	23	-1.0	0.0	3	-6	3	101	-2
CC1CCCCC1NC(=O)CN(C)S(=O)(=O)c1ccc2c(c1)c(=O)n(C)c(=O)n2C (stereo unspecified)	-7	-14	1	-0.4	-0.2	1	-8	3	89	-2
O=C(Nc1ccc(N2CCCCC2)cc1)c1ccccc1	·	·	-23	-1.9	0.0	-17	-5	-5	128	0
CCOCCn1ccc2c(OCC(=O)Nc3ccc(OC)cc3OC)cccc2c1=O	-5	-3	12	-0.4	-0.5	-4	-2	-2	93	-1
O=C1Nc2cc(Cl)c(Cl)cc2N(O)N1c1ccc(Cl)c(Cl)c1	2	-7	-5	0.0	0.1	3	-4	1	104	4
CCOc1ccc(OCCC(=O)NNC(=O)c2ccncc2)cc1	2	-3	1	-1.2	-0.2	0	3	1	97	-1
Oc1ccccc1N1CCN(c2ncccn2)CC1	34	-5	5	-2.2	-0.3	0	9	-1	101	-1
O=C(c1cnn2c(C(F)F)cc(-c3ccccc3)nc12)N1CCCCC1c1cccnc1 (stereo unspecified)	1	-2	2	-1.4	0.0	2	1	0	100	-13
CCn1c2ccccc2c2cc(NC(=O)CSc3nnc(-c4cccc(C)c4)o3)ccc21	-6	-5	-2	-1.6	0.3	11	12	-3	99	12
O=C(c1ccc2c3n(nc2c1)-c1ccc(Cl)cc1CO3)N1CCOCC1	-11	-9	-8	-0.9	0.0	-1	-5	-4	94	-8
Cc1cc(=O)[nH]c(N2CCc3ccccc3C2)n1	21	-4	8	-1.3	-0.1	3	9	4	102	4
CC(=O)N1CCC(C(=O)N2CCN(S(=O)(=O)c3ccc(F)cc3)CC2)CC1	2	-2	-1	-2.2	-0.1	2	-3	-3	94	7
O=c1[nH]c2ccc(NS(=O)(=O)c3ccc(Cl)cc3)cc2[nH]1	-2	-5	-2	-2.7	0.2	2	7	1	109	6
Nc1ccc(Nc2ccncc2[N+](=O)[O-])cc1	9	-5	10	2.2	-0.2	-4	4	5	100	-11
COc1ccc(S(=O)(=O)N2CCCC2CNC(=O)C(=O)NCc2ccco2)cc1 (stereo unspecified)	5	-6	0	-0.8	0.0	1	2	-5	98	5
Cc1ccc(-c2cc3ccccc3nc2N2CCOCC2)cc1	1	-5	-10	1.8	-0.1	0	-4	-1	99	34*
CC(=O)c1cccc(NC(=O)c2ccc3c(=O)n4c(nc3c2)CCCCC4)c1	1	0	17	-0.6	-0.1	3	-1	2	93	-4
CC(=O)Nc1nc2ccccc2n1CCOc1ccccc1	-2	0	23	-0.9	0.1	4	6	-5	86	0
CC(NC(=O)c1cccc(Cl)c1)C1CC2CCC1C2 (stereo unspecified)	-9	-3	-2	2.5	0.1	-2	-7	-1	93	4
CSc1nsc(SC)c1C(=O)O	-3	-4	-2	1.1	-0.4	0	2	0	96	11
O=C(Cc1ccccc1)Nc1ccc(NC(=O)c2ccc(Br)cc2)cc1	-2	-18	-5	3.6	0.0	1	-4	1	101	13
Cn1c2ccccc2c2cnn(CC(=O)Nc3ccc(F)cc3F)c(=O)c21	-1	-5	-3	16*	0.0	1	2	4	101	-3
c1ccc(CCNc2ccnc3cc4ccccc4cc23)cc1	-18	15	-36	17*	-0.1	-11	3	-7	162	-11
CCC(=O)N1CCN(c2ccc(Cl)cc2NC(=O)c2ccc(Br)o2)CC1	9	-4	-3	3.7	0.2	-5	7	-1	99	9
CC(Sc1nn(-c2ccc(Cl)cc2)c(=S)s1)C(=O)NCC1CCCO1 (stereo unspecified)	-4	-6	-11	-3.9	-0.1	-3	-5	-5	100	-5
Cc1[nH]nc2nc(SCC(=O)NCC3CCCO3)n(-c3ccc(Br)cc3)c(=N)c12 (stereo unspecified)	11	0	-5	-1.5	0.2	5	-3	4	109	5
O=[N+]([O-])c1cccc(P(=O)(O)c2cccc([N+](=O)[O-])c2)c1	-3	4	0	-1.4	-0.2	0	-4	1	96	-1
CCCCN(CC)C(=O)c1cc2c(=O)n3cccc(C)c3nc2s1	-6	-3	5	1.6	0.0	1	5	6	99	-10
CCNC(=O)c1ccccc1-c1nc(-c2ccccc2)no1	4	0	-1	-1.9	-0.1	1	-1	0	100	4
CCCN1C(=O)/C(=C/c2cc(C)n(C)c2C)SC1=Nc1ccc(OCC)cc1	-37	·	-14	-0.7	-0.2	-4	0	1	113	0
CC1=C/C(=C(\c2cc(C)c(O)c(Br)c2)c2ccccc2S(=O)(=O)O)C=C(Br)C1=O	0	-4	-6	-2.9	-0.3	-7	-4	-7	102	-4
Cc1cc(/C=C2/SC(=S)N(c3cccc(Cl)c3)C2=O)c(C)n1-c1cccnc1	·	-5	-24	-3.4	3.4	-10	-10	5	336	5
Cn1c(=O)c2c(nc(NCc3ccco3)n2Cc2ccc(Cl)cc2Cl)n(C)c1=O	-11	-4	-10	-1.3	1.3	1	2	7	90	-23
O=C(O)CCc1[nH]c2ccccc2c1Sc1ccccc1	1	-13	-2	-1.0	0.0	-1	-2	-2	96	4
COc1ccccc1OCC(=O)OC/C(O)=C(\C#N)c1nc2ccccc2[nH]1	-7	-7	0	-1.0	0.3	9	-4	-4	105	7
c1ccc(CN=C2CCCc3ccccc3N2)cc1	·	-7	3	-1.2	-0.1	1	-9	-1	102	9
